Screening results (PubChem)
TAG inh: inhibitors of triacylglycerol accumulation | H9c2 cells, Nile Red lipid (TAG) fluorescence; cells loaded with 200 µM oleic acid | inhibition, % at 12.5 µM | hit rate 0.66% among 230,000;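 active = pattern-corrected inhibition of lipid staining of at least 50% with the nuclear-stain viability signal not falling by more than 50%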;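 note: 0% = DMSO wells and 100% = triacsin C control wells; some results filed as inactive read as strong as hits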
TAG inh DAPI viability: also measured in TAG inh; calls as there; DAPI nuclei signal change (viability), lower = more cytotoxic, %;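 whole-well DAPI fluorescence read on a plate reader as a viability signal; minus 50 percent equals half of cells still viable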
Active calls of the source: *.

The first 6 compounds, to show the layout:
compound | TAG inh DAPI viability | TAG inh
CC(C)Cn1c(SCC(=O)N2CCc3ccccc3C2)nc(O)cc1=O | 9 | -15
CCCCCCc1c(O)nc(SCC(=O)O)[nH]c1=O | 1 | -4
COc1ccc(CN2CCN(Cc3ccc4cc(F)ccc4n3)CC2CCO)c(C)c1C (configuration not stated) | 1 | -9
Cc1ccc(C(=O)N2CCN(c3ccccc3)CC2)cc1S(=O)(=O)N1CCOCC1 | 0 | -3
CCOC(=O)N1CCN(C(=O)CNCc2cccs2)CC1 | 1 | -13
O=c1cc(N2CCN(c3ccc(F)cc3)CC2)[nH]c(=O)n1C1CCCCC1 | -30 | 46

The list itself, repeating the preview:
compound | TAG inh DAPI viability | TAG inh
CC(C)Cn1c(SCC(=O)N2CCc3ccccc3C2)nc(O)cc1=O | 9 | -15
CCCCCCc1c(O)nc(SCC(=O)O)[nH]c1=O | 1 | -4
COc1ccc(CN2CCN(Cc3ccc4cc(F)ccc4n3)CC2CCO)c(C)c1C (configuration not stated) | 1 | -9
Cc1ccc(C(=O)N2CCN(c3ccccc3)CC2)cc1S(=O)(=O)N1CCOCC1 | 0 | -3
CCOC(=O)N1CCN(C(=O)CNCc2cccs2)CC1 | 1 | -13
O=c1cc(N2CCN(c3ccc(F)cc3)CC2)[nH]c(=O)n1C1CCCCC1 | -30 | 46
OC1(c2ccc(Cl)cc2)CCN(Cc2cn[nH]c2-c2ccccc2)CC1 | 4 | -2
C=CCn1c(-c2ccco2)n[nH]c1=S | 4 | -13
CCN(CC(=O)Nc1c(F)cccc1F)C(=O)CN1C(=O)C2CCCCC2C1=O (configuration not stated) | 2 | -13
Cc1ccc2c(c1)N(C(=O)CCC(=O)N1CCN(c3ccccc3)CC1)CCO2 | -2 | -16
CC(=O)Nc1ccc(NC(=O)C2CCN(c3ccc(C(F)(F)F)cn3)CC2)cc1 | -11 | 1
O=C(Nn1cnnc1)c1ccccc1CCc1ccccc1 | 22 | -37
CC(C)[C@H](NS(=O)(=O)c1ccccc1)C(=O)Nc1nccs1 | -4 | 2
CC(C)C(=O)Nc1ccc(C(=O)CN2C(=O)NC3(CCOc4ccccc43)C2=O)cc1 (configuration not stated) | -3 | -1
NS(=O)(=O)c1ccc(CCNc2ncnc3sccc23)cc1 | 7 | -74
CC1CCCC(C)N1c1nnc(NC(=O)Cn2c(=O)oc3ccccc32)s1 (configuration not stated) | 17 | -8
COc1ccc(-c2csc(NC(CO)c3nc4ccccc4n3CCCO)n2)cc1 (configuration not stated) | -3 | -12
O=C(CNC(=O)c1cccs1)OCC(=O)c1cccs1 | 16 | -3
CC(C)CCN1CCN=C1N(C)C | -6 | 8
Cc1ccc(C(=O)COC(=O)c2cc(Cl)nc3ccccc23)cc1C | -25 | -23
O=C(Cc1cccs1)NCCc1csc(-c2ccccc2)n1 | 7 | -1
C/C=C/c1ccc(OCC(=O)O)c(OC)c1 | -3 | 4
COc1ccc(S(=O)(=O)NCCOc2ccc(Cl)cc2)cc1 | 0 | 0
Cc1ccsc1C(=O)N1CCC1(C)C(=O)Nc1ccc2c(c1)OCCO2 (configuration not stated) | -5 | -13
CCN(CC(=O)NC(C)C)C(=O)C(CCSC)NC(=O)c1ccccc1OC (configuration not stated) | -8 | 16
C=Cn1cc[n+](CC(=O)c2ccc(OC)c(OC)c2)c1 | 1 | -5
COc1cccc(CNC(=O)C2CCC(=O)N(CC3CCCCC3)C2)c1OC (configuration not stated) | -5 | 0
O=C(COc1ccc(Cl)cc1)OCc1ccc(Cl)cc1 | 3 | -1
COc1ccc(NS(=O)(=O)c2ccc(-c3n[nH]c(=S)n3Cc3ccccc3)cc2)cc1 | -2 | 3
Cc1cc(C)c(C(=O)CSc2nc(C)cc(=O)[nH]2)c(C)c1 | 8 | -12
CSc1nc(Sc2ccccc2Cl)c2ccccc2n1 | 9 | -14
CCc1c(N)nc(N)nc1Nc1ccccc1Cl | -6 | 13
CNC(=O)c1c(NC(=O)C2=COCCO2)sc(C)c1C | -5 | -7
Cc1cccc(Nc2nnc(SCC(=O)Nc3ccc(C(=O)O)cc3)s2)c1 | -7 | 2
Fc1ccc(C(c2nnnn2Cc2cccs2)N2CCN(c3ccccc3)CC2)cc1 (configuration not stated) | -1 | 1
COc1cccc(CNS(=O)(=O)c2ccc3c(c2)oc(=O)n3C)c1 | 1 | -13
O=S(=O)(c1cc(Cl)ccc1Cl)N1CCCC1 | -15 | -8
COC(=O)CCCC1=CC2=CC(=O)C(C)(OC(=O)c3cccs3)C(=O)C2=CN1Cc1ccco1 (configuration not stated) | 8 | -15
COc1ccc(-c2[nH]ncc2CN2CCN(C(=O)c3cccs3)CC2)c(F)c1 | -2 | -6
Cc1ccc(/C=N/NC(=O)Cn2nnc(N)n2)cc1 | -5 | 3
CCOCCCNC(=O)C1CCCN1C(=O)Nc1ccccc1[N+](=O)[O-] (configuration not stated) | -8 | -10
Cc1cc(Br)ccc1NC(=O)CN(C)C(=O)CN1C(=O)NC(C)(C2CC2)C1=O (configuration not stated) | 3 | -22
CC1(C)Oc2ccc3ccc(=O)oc3c2/C(=C/NCCO)C1=O | 10 | -1
O=S(=O)(N[C@@H]1C[C@H]2CC[C@@H]1C2)c1cccs1 | 7 | -27
O=C(COC(=O)c1cc(-c2cccs2)nn1-c1ccccc1)Nc1cccc([N+](=O)[O-])c1 | -6 | 5
CCOC(=O)c1nc2ccc(C)cc2c2c1C1CC(c3c(Cl)cccc31)N2C(=O)OCc1ccccc1 (configuration not stated) | -8 | 6
Cc1nn(-c2ccccc2)c(C)c1C(=O)OC(C)C(=O)Nc1ccc(C(N)=O)cc1 (configuration not stated) | -7 | -10
O=C(Nc1ccccc1)Nc1ccc2ccccc2c1 | -6 | -5
O=C(O)CC(NC(=O)C12CC3CC(CC(C3)C1)C2)c1cc([N+](=O)[O-])ccc1Cl (configuration not stated) | -5 | 3
COCc1c(C(=O)N/N=C/c2cccc3ccccc23)nnn1-c1nonc1N | 3 | 1
O=C(Nc1cccc([N+](=O)[O-])c1)C1C2CC/C=C\CCC21 (configuration not stated) | -7 | 8
CCOC(=O)c1cc(-c2ccc(C)o2)nn1CCC#N | 1 | 12
CCOc1ccc(Br)cc1-c1noc(-c2cccs2)n1 | 7 | -29
Cc1ccc(NC(=O)c2oc3ccccc3c2COC(C)C)cc1S(=O)(=O)N1CCOCC1 | 1 | 39
CC(C)C(=O)N1CCC1(C)C(=O)Nc1ccc2cn[nH]c2c1 (configuration not stated) | -6 | 4
CCOc1ccc(/C=C/C(=O)N(CC)CC(=O)Nc2ccc3c(c2)OCCO3)cc1OCC | -5 | 42
C=C1CCN([C@@H](CC(C)C)C(=O)Nc2ccc(OC)cc2)S(=O)(=O)c2ccccc21 | -2 | 0
COCCNC(=O)/C(C#N)=C/c1nc(N(C)C)n(-c2ccc(F)cc2)c1Cl | -2 | 14
CC(C)/C(=N/Nc1ccccc1[N+](=O)[O-])c1ccccc1 | 1 | 9
Cc1cc2cc(CN(CC3CCCO3)C(=O)c3cnccn3)c(=O)[nH]c2cc1C (configuration not stated) | 6 | -9

Reformatted: four of the compounds above.
Every second line gives: TAG inh DAPI viability | TAG inh
Cc1cc(Br)ccc1NC(=O)CN(C)C(=O)CN1C(=O)NC(C)(C2CC2)C1=O (configuration not stated)
→ 3 | -22
CC1(C)Oc2ccc3ccc(=O)oc3c2/C(=C/NCCO)C1=O
→ 10 | -1
O=S(=O)(N[C@@H]1C[C@H]2CC[C@@H]1C2)c1cccs1
→ 7 | -27
O=C(COC(=O)c1cc(-c2cccs2)nn1-c1ccccc1)Nc1cccc([N+](=O)[O-])c1
→ -6 | 5

Further records follow:
compound | TAG inh DAPI viability | TAG inh
CCOC(=O)c1c(O)c2ccccc2n(CC)c1=O | 0 | -8
Cc1cc(C)cc(SCc2noc(C(=O)NCCC(C)C)c2C(=O)NCCC(C)C)c1 | 0 | -10
Cc1cccc(NC(=O)CN2C(=O)NC3(CCCCCCC3)C2=O)c1C | -1 | -14
Cc1ccc(NC(=S)NC(NC(=O)c2ccccc2C)C(Cl)(Cl)Cl)c(C)c1 (configuration not stated) | 5 | 1
COc1ccc(CNc2nc3nc(C)c(Cl)c(C)n3n2)cc1 | 12 | -7
CCN(CC)C(=O)C1=C(C)N(CCCOC)C(=O)C(CC(=O)NC2CCCC2)C1 (configuration not stated) | -6 | -2
O=C(c1ccc(-c2ccccc2Cl)o1)N1CCCCCCC1 | 0 | -18
Cc1cc(C)nc(NCC(O)COc2ccccc2C)n1 (configuration not stated) | 12 | -11
COc1ccc(CNC(=O)CCS(=O)(=O)Cc2ccc(C)cc2)c(OC)c1 | -1 | -5
COc1ccccc1CNC(=O)CSc1nc2c(oc3ccccc32)c(=O)n1CC1CCCO1 (configuration not stated) | -5 | -6
Cc1ccc(NC(=O)COC(=O)c2cccnc2)cc1 | -5 | 8
Cn1c(CNC(=O)c2ccccc2F)cc2ccccc21 | -1 | -1
CCC(=O)OCC(=O)Nc1ccc([N+](=O)[O-])cc1OC | -8 | -8
O=C(Nc1ccc2nc(C3CC3)n(Cc3ccc(F)cc3)c(=O)c2c1)c1ccco1 | 4 | 29
O=C(Nc1cccc(-c2nc3ccccc3o2)c1)c1cccnc1 | 12 | 5
O=C(NNS(=O)(=O)c1ccc(Cl)cc1)NC1CCCCC1 | -4 | -8
CCCN(C(=O)COC(=O)CC1CCCCC1)c1c(N)n(Cc2ccccc2)c(=O)[nH]c1=O | -1 | -3
CCn1c(C(O)c2cccc(OC)c2OC)nc2ccccc21 (configuration not stated) | 3 | 0
O=S1(=O)[C@H]2C[C@@H]3C=C[C@@]2(CN1Cc1cccc(F)c1)O3 | 4 | 9
COc1cccc(C(O)c2nc(-c3ccncc3)cs2)c1 (configuration not stated) | 8 | -11
Cc1cccc(N2CCN(c3cc(C)nc4nnnn34)CC2C)c1 (configuration not stated) | 7 | -11
CCO[C@@H]1OC(C(=O)Nc2ccccc2)=C[C@H](c2coc3ccccc3c2=O)[C@H]1CCCO | -4 | 42
O=C(COC(=O)CNC(=O)c1ccccc1F)NC1CC1 | 4 | 7
CCOC(=O)N1CCN(C(=O)c2ccc3c(=O)n(CCc4ccccc4)c(=O)[nH]c3c2)CC1 | -3 | 17
Cc1cccc(C2=NN(c3ccc(Br)cc3)[C@@H](C(=O)N3CCOC3=O)[C@@H]2c2ccc(Cl)cc2)c1 | 185 | -2
CCOC(=O)c1cc2c(c(CCO)n1)[C@@H](CCO)N(S(=O)(=O)C(C)(C)C)C2 | 4 | 9
Cc1cc(NC(=O)CCN2C(=O)C3C4C=CC(C4)C3C2=O)c2ccccc2n1 (configuration not stated) | -2 | -11
COc1ccc(CC(=O)OCC(=O)Nc2ncc(Cl)c(C)c2Cl)cc1 | 6 | -3
Cc1cc(NC(=O)COC(=O)c2ccccc2O)no1 | 4 | 0
CN(Cc1nccn1C)C(=O)c1cc(COc2ccc3ncccc3c2)on1 | 8 | -28
CC(C(=O)Nc1ccc(S(=O)(=O)N2CCCC2)cc1)N(C)Cc1ccc(F)cc1 (configuration not stated) | -3 | 1
O=C(/C=C/c1cccs1)NC(=S)Nc1ccccc1 | -11 | 9
CN(CC(=O)Nc1ccc(Br)cc1)Cc1ccccc1 | -4 | 2
CCOP(=O)(OCC)C(Nc1ccccn1)c1ccc(F)cc1 (configuration not stated) | -4 | 6
C[C@H]1CN([C@@H](C)CO)C(=O)CCCn2nncc2CO[C@@H]1CN(C)C(=O)c1ccccc1 | -3 | -5
Cc1ccc(NC(=O)CN(c2cc(C)cc(C)c2)S(=O)(=O)c2c(C)noc2C)nc1 | -3 | 10
CCCCCn1c(CCNC(=O)CCC)nc2ccccc21 | -12 | -6
O=C(c1ccco1)N1CCN(Cc2nc3ccccc3[nH]2)CC1 | -3 | 11
Brc1ccc(C2Nc3cccc4cccc(c34)N2)cc1 | -3 | 10
COc1ccccc1C(=O)Nc1cccc(Oc2c(F)c(F)c(F)c(F)c2F)c1 | 12 | -16
COc1ccc(-c2cc(C(=O)Nc3ccc(S(=O)(=O)Nc4ncccn4)cc3)c3ccccc3n2)cc1 | 8 | -3
Cc1ccc(S(=O)(=O)Oc2cc(N)c3c(n2)CCC3)cc1 | 1 | 3
CN1CCN(C(=O)c2cc3nc(-c4ccco4)cc(C(F)(F)F)n3n2)CC1 | 16 | -11
O=C(Nc1ccc2c(c1)ncn2C1CCCCC1)c1ccco1 | 7 | 6
COc1ccc(/C=C/C(=O)OCC(=O)N2c3ccccc3CC2C)c(OC)c1 (configuration not stated) | -6 | 3
C[C@H](CO)N1C[C@H](C)[C@@H](CN(C)Cc2cncnc2)Oc2cc(Br)ccc2S1(=O)=O | -8 | -14
Cc1ccc(S(=O)(=O)N[C@H](C(=O)OCC(=O)NC(=O)C2CCCCC2)C(C)C)cc1 | 6 | -5
Cc1ccccc1NS(=O)(=O)c1ccc(C(=O)N2CCCC2)cc1 | 12 | 9
Cc1n[nH]c(C)c1S(=O)(=O)N1CCN(S(=O)(=O)c2ccccc2C#N)CC1 | -10 | 12
CC(C)(C)c1ccc(C(=O)NCc2ccccc2)cc1 | 12 | 12
O=C1CN(S(=O)(=O)c2ccccc2)CCN1S(=O)(=O)c1ccccc1 | -1 | 2
O=C(NNC(=O)c1ccc(Cl)cc1Cl)c1ccc2ccccc2c1 | 0 | -9
CC(C)Cn1c(N)c(C(=O)NCC2CCCO2)c2nc3ccccc3nc21 (configuration not stated) | 42 | 7
C=C1CCN([C@@H](Cc2ccccc2)C(=O)O)S(=O)(=O)c2ccccc21 | 10 | -19
O=C1CN(C(=O)COC(=O)CNC(=O)c2ccc(Br)o2)c2ccccc2N1 | -4 | 6

Complete entries, looked up by structure. Order of screens: TAG inh DAPI viability	TAG inh
Cc1ccc(NC(=O)CN(c2cc(C)cc(C)c2)S(=O)(=O)c2c(C)noc2C)nc1 reads -3	10
O=C(/C=C/c1cccs1)NC(=S)Nc1ccccc1 reads -11	9

Some of the compounds tested; count on the stated rates, not on these rows.
